Mtb UGM inh: M. tuberculosis UGM enzyme inhibitors, primary screen, biochemical, fluorescence polarization, single point. UDP-galactopyranose mutase (Mycobacterium tuberculosis (strain ATCC 25618 / H37Rv)), …. purified UGM, fluorescence polarization probe displacement. inhibition, % at 10 µM. 320,000 tested, 0.06% active. AID 504406, 2011; in the data active = inhibition above about 10%, passing the limit was not always enough; inconclusive = no clear call, values can overlap the other calls
PfHsp40 yeast: rescue of yeast from PfHsp40 toxicity, primary screen, S. cerevisiae, ATP luminescence; S. cerevisiae expressing PfHsp40, growth rescue; growth rescue, % at 12.5 µM; 340,000 tested, 0.68% active; in the data active = growth rescue above about 28%, passing the limit was not always enough; inconclusive = no clear call, values can overlap the other calls;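 also: yeast W303a lacking pdr1 and pdr3 grown in galactose medium; growth measured after three days at 30 °C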
Anthrax LF inh2: Bacillus anthracis LF protease inhibitors, primary screen, biochemical, multiplex microsphere, MLPCN library. multiplex microsphere protease cleavage assay. 360,000 tested, 0.12% active. inhibition, % at 10 µM; also: plate controls were buffer without enzyme for full effect and enzyme alone for no effect
Target sequence (P15917 whole entry, looked up): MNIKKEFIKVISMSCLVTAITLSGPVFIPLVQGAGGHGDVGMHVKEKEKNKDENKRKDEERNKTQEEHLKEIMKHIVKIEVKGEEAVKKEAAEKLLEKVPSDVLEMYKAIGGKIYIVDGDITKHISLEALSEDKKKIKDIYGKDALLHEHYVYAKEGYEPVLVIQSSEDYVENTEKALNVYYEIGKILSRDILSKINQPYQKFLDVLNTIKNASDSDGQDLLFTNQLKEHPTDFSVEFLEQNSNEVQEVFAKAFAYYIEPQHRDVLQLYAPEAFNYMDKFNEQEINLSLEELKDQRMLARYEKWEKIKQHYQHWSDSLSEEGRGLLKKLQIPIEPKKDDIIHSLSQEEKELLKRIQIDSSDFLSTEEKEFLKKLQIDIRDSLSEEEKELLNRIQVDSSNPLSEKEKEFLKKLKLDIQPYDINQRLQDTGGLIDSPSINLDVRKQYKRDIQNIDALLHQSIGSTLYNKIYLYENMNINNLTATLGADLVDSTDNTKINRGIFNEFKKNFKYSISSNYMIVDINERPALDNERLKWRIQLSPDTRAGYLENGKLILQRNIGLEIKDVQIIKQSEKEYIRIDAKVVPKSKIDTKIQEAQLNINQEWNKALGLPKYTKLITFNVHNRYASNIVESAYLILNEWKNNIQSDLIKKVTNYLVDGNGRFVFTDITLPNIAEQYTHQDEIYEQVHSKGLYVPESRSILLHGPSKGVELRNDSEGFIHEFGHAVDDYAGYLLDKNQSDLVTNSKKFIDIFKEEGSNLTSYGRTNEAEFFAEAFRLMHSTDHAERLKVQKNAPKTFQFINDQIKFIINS
BioA inh: M. tuberculosis BioA enzyme inhibitors, primary screen, biochemical, plate reader, single point, HTS; 7,8-diaminopelargonic acid synthase BioA (Mycobacterium tuberculosis); purified M. tuberculosis BioA enzyme; inhibition, % at 9.99 µM; 360,000 tested, 0.096% active; AID 602481, 2012; in the data active = inhibition above about 40%; inconclusive = no clear call, values can overlap the other calls
BoNT-F LC inh: BoNT/F light chain protease inhibitors, primary screen, biochemical, flow cytometry, MLPCN library. AID 588497, 2011. Botulinum neurotoxin type F light chain protease (Clostridium botulinum). inhibition, % at 10 µM. Multiplex microsphere protease cleavage assay. 360,000 tested, 0.22% active; in the data active = inhibition above about 35%, passing the limit was not always enough; inconclusive = no clear call, values can overlap the other calls; also: plate controls were buffer without enzyme for full effect and enzyme alone for no effect
FadD28 binding: inhibitors of FadD28 bisubstrate probe binding, primary screen, biochemical, fluorescence polarization, single point. AID 588549, 2011. inhibition, % at 12.5 µM. Mycobacterium tuberculosis FadD28 fatty-acid-AMP ligase. 360,000 tested, 0.22% active; in the data active = inhibition above about 8.5%, passing the limit was not always enough; inconclusive = no clear call, values can overlap the other calls
FBA Mtb inh: Mtb FBA enzyme inhibitors, primary screen, biochemical, fluorescence, strain H37Rv; Fructose-bisphosphate aldolase (Mycobacterium tuberculosis (strain ATCC 25618 / H37Rv)), …; purified M. tuberculosis FBA, fluorescence read-out; inhibition, % at 1 µM; 360,000 tested, 2.3% active; in the data active = inhibition above about 27%;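 also: 0% = vehicle and 100% = reference inhibitor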
GDH-TPI inh: GDH-TPI coupling enzyme inhibitors, primary screen, artefact control for M. tuberculosis FBA inhibitor project, biochemical, absorbance, full deck | AID 588335, 2011 | GDH-TPI coupled enzyme counterscreen, NADH absorbance | 360,000 tested, 1.2% active | inhibition, % at 4.8 µM; in the data active = inhibition above about 30%;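 also: 0% = DMSO wells and 100% = wells lacking the enzyme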
BoNT A protease: BoNT/A light chain protease inhibitors, primary screen, biochemical, flow cytometry, MLPCN library; Botulinum neurotoxin type A light chain protease (Clostridium botulinum A str. ATCC 3502); multiplex microsphere protease substrate cleavage; inhibition, % at 10 µM; 360,000 tested, 0.17% active; AID 588499, 2011; also: plate controls were buffer without enzyme for full effect and enzyme alone for no effect
The depositor's hits bear a star; ? = inconclusive; . = not tested or not shown. Rule as the data show it, unless noted: active = inhibition above about 30%; inconclusive = no clear call, values can overlap the other calls; inactive = below that.

#1 O=C(Cc1c(F)cccc1Cl)Nc1ccccc1-c1ccccc1
#2 COCCCNC(=O)Cn1cnc2sc(C)c(S(=O)(=O)N3CCN(c4ncccn4)CC3)c2c1=O
#3 O=C(NCCCSc1ccccc1)c1cnc(Cl)c(Cl)c1
#4 Cc1cccc(NC(=O)c2ccc(C)c(S(=O)(=O)N3CCOCC3)c2)n1
#5 Cc1noc(C)c1S(=O)(=O)NC(=O)C1(C)CCN1C(=O)C1(c2ccc(Cl)cc2)CC1 (configuration not stated)
#6 Cc1ccc(OCCn2c(CCCO)nc3ccccc32)cc1
#7 COc1ccc(OC)c(CCNC(=O)CS(=O)(=O)Cc2nc(-c3ccccc3Cl)oc2C)c1
#8 Cc1ccc(-c2nsc(SCC(=O)NCc3ccc4c(c3)OCO4)n2)cc1
Compound | 1 | 2 | 3 | 4 | 5 | 6 | 7 | 8
Mtb UGM inh | -2.4 | -1.1 | -0.4 | . | . | 3.1 | 1.4 | -1.8
PfHsp40 yeast | -0.9 | -0.5 | 0.5 | 0.1 | . | 0.1 | 1.8 | 0.2
Anthrax LF inh2 | -3.7 | -0.4 | 9.2 | . | -4.6 | 2.4 | -3.3 | 0.0
BioA inh | -1.1 | . | -2.1 | -1.3 | 0.3 | 2.9 | 1.4 | .
BoNT-F LC inh | -10.5 | -2.6 | 11.8 | . | -5.6 | -6.2 | 4.3 | -5.5
FadD28 binding | -1.6 | -0.9 | -3.3 | -1.8 | -0.5 | -4.8 | -3.4 | -1.1
FBA Mtb inh | -0.9 | 27.2* | -1.0 | 2.0 | 0.2 | -2.2 | -2.3 | -1.5
GDH-TPI inh | 5.9 | 3.8 | -8.8 | 1.4 | -5.3 | -4.2 | 4.3 | 1.9
BoNT A protease | -6.2 | -0.2 | -0.7 | . | -0.1 | 0.6 | -0.1 | -0.1

#9 C#CCOCCOCCOCCNc1nc(N2CCN(C(=O)CCCCCCCCCCNC(=O)Cn3cc(C[C@@H](C)O)nn3)CC2)nc(N2CCN(C(=O)CCCCCCCCCCNC(=O)Cn3cc(C[C@@H](C)O)nn3)CC2)n1
#10 Cc1cc(C)n2nc(SCC(=O)N/N=C/c3ccccn3)nc2n1
#11 O=C(c1cccc(Oc2ccc([N+](=O)[O-])cc2Cl)c1)N1CCCCC1
#12 COc1ccc(C2CC(c3cccs3)=NN2C(=O)COC(=O)c2cc3ccccc3cc2O)cc1OC (configuration not stated)
#13 CCCCOc1ccccc1C(=O)NNC(=S)NC(=O)c1ccccc1[N+](=O)[O-]
#14 Cc1ccc(N(C(=O)CNC(=O)c2ccco2)C(C(=O)NC2CCCC2)c2ccncc2)cc1 (configuration not stated)
#15 CCc1cccc(NC(=O)c2ccc3c(=O)n4c(nc3c2)CCCCC4)c1
#16 C=CCNC(=O)c1cccc2c1C(=O)c1ccc(N3CCCC3)cc1S2(=O)=O
Compound | 9 | 10 | 11 | 12 | 13 | 14 | 15 | 16
Mtb UGM inh | 1.6 | 1.2 | 0.2 | 2.2 | 6.2 | -1.9 | 2.2 | 1.3
PfHsp40 yeast | 4.1 | 0.1 | 0.8 | -0.6 | 1.8 | -0.2 | 1.3 | 1.2
Anthrax LF inh2 | -1.9 | -0.5 | 1.0 | -3.9 | . | 3.1 | -2.9 | -5.8
BioA inh | 0.2 | . | . | -1.8 | -2.1 | -1.5 | -1.5 | -2.6
BoNT-F LC inh | -5.9 | -11.0 | 1.9 | -3.9 | . | -17.1 | -2.6 | 3.8
FadD28 binding | -3.1 | -1.4 | -4.0 | -2.5 | -1.0 | -2.3 | -2.7 | -2.0
FBA Mtb inh | -1.0 | -4.0 | -5.7 | -0.9 | -4.7 | 1.5 | 2.0 | -12.7
GDH-TPI inh | -5.7 | 0.0 | 8.6 | 12.3 | 31.4* | -1.5 | 9.1 | 0.0
BoNT A protease | -0.1 | -0.5 | -0.1 | 0.5 | . | -5.1 | -0.6 | 1.0

#17 COCCn1c(C)cc(C(=O)CSc2nc3ccccc3o2)c1C
#18 Cc1cc(NC(=O)C2CC(=O)N(c3ccc(F)cc3)C2)no1 (configuration not stated)
#19 CCOC(=O)c1c(C)nc(C)c(C(=O)OCC)c1-c1ccc(Br)cc1
#20 O=C(OCC(=O)N1CCN(C(=O)c2ccco2)CC1)c1cc(-c2ccccc2)nc2ccccc12
#21 O=S(=O)(Nc1nc2ccccc2nc1Cl)c1ccc(Br)cc1
#22 COc1ccccc1N1CCN(C(=O)c2c(C)cc(=O)oc2C)CC1
#23 COc1ccc(CSc2nnc(-c3ccncc3)n2C)cc1F
#24 Cc1cccc(NC(=O)CNC(=O)CN2C(=O)NC(C)(CCC(C)C)C2=O)c1C (configuration not stated)
Compound | 17 | 18 | 19 | 20 | 21 | 22 | 23 | 24
Mtb UGM inh | 4.1 | 1.2 | -0.5 | 1.0 | 0.5 | -1.9 | 4.8 | .
PfHsp40 yeast | -0.3 | 0.5 | 0.4 | -0.8 | 0.5 | -0.1 | -1.3 | 0.2
Anthrax LF inh2 | -4.1 | -0.1 | 1.5 | -10.3 | 0.8 | -0.2 | 14.8 | ?
BioA inh | -0.5 | 1.7 | . | -3.5 | 0.0 | 0.6 | 2.1 | -2.0
BoNT-F LC inh | -16.6 | 11.9 | -6.7 | -10.5 | -3.2 | -1.6 | -12.8 | 16.0
FadD28 binding | 0.3 | 1.3 | 0.4 | -2.4 | 0.8 | -3.4 | -4.3 | -1.0
FBA Mtb inh | -1.5 | 1.9 | 3.1 | 13.4 | 6.8 | -1.8 | -3.5 | 3.7
GDH-TPI inh | 4.4 | -4.5 | 5.5 | 10.7 | 11.7 | 10.3 | 3.0 | 7.8
BoNT A protease | -2.5 | -0.8 | -0.1 | -0.7 | -1.5 | -0.3 | -1.2 | 7.7

#25 C(=N\Nc1nc(N2CCCC2)nc(N2CCCC2)n1)/c1cccnc1
#26 CCn1c(CN2CCN(C(=O)c3ccco3)CC2)nc2c1c(=O)n(C)c(=O)n2C
#27 CC1=Nc2ccc(C)c3nc(C)cc(c23)N1c1ccc(C)cc1
#28 CN(CCO)C(=O)c1nc[nH]c1C(=O)N1CCN(C(=O)OC(C)(C)C)CC1
#29 COc1nnc(-c2ccc(N3CCOCC3)c(NC(C)=O)c2)c2ccccc12
Compound | 25 | 26 | 27 | 28 | 29
Mtb UGM inh | 1.4 | 0.7 | -1.2 | . | 0.6
PfHsp40 yeast | -0.9 | ? | 0.9 | . | -1.1
Anthrax LF inh2 | 0.1 | 0.8 | 4.0 | -4.5 | -1.1
BioA inh | . | -7.3 | 5.6 | -0.6 | 7.4
BoNT-F LC inh | -0.1 | 5.2 | 22.7 | -9.6 | -12.5
FadD28 binding | -1.4 | -0.6 | 2.9 | -4.5 | -1.3
FBA Mtb inh | 0.5 | -0.5 | 30.1* | -0.8 | 1.4
GDH-TPI inh | 3.3 | 14.6 | -6.6 | -3.1 | 8.2
BoNT A protease | -0.2 | ? | 2.5 | -0.5 | 0.2

Of the compounds above, these contain an aryl thioether with sulfur outside any ring.
#3 O=C(NCCCSc1ccccc1)c1cnc(Cl)c(Cl)c1
#8 Cc1ccc(-c2nsc(SCC(=O)NCc3ccc4c(c3)OCO4)n2)cc1
#10 Cc1cc(C)n2nc(SCC(=O)N/N=C/c3ccccn3)nc2n1
#17 COCCn1c(C)cc(C(=O)CSc2nc3ccccc3o2)c1C
#23 COc1ccc(CSc2nnc(-c3ccncc3)n2C)cc1F
Compound | 3 | 8 | 10 | 17 | 23
Mtb UGM inh | -0.4 | -1.8 | 1.2 | 4.1 | 4.8
PfHsp40 yeast | 0.5 | 0.2 | 0.1 | -0.3 | -1.3
Anthrax LF inh2 | 9.2 | 0.0 | -0.5 | -4.1 | 14.8
BioA inh | -2.1 | . | . | -0.5 | 2.1
BoNT-F LC inh | 11.8 | -5.5 | -11.0 | -16.6 | -12.8
FadD28 binding | -3.3 | -1.1 | -1.4 | 0.3 | -4.3
FBA Mtb inh | -1.0 | -1.5 | -4.0 | -1.5 | -3.5
GDH-TPI inh | -8.8 | 1.9 | 0.0 | 4.4 | 3.0
BoNT A protease | -0.7 | -0.1 | -0.5 | -2.5 | -1.2

Compound activity: PubChem BioAssay, several laboratories
